N370S GC: N370S glucocerebrosidase modulation, Gaucher chaperone candidate; N370S GC spleen homogenate, 4MU-glucoside fluorescence; Potency, µM (top dose mostly 59.4 µM), without a hit: at the highest dose activity change, negative = inhibition, hits mostly inhibitors; 330,000 compounds, 0.092% hits;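 further: 0% = full enzyme activity and -100% = no enzyme basal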
KAT2A inh: GCN5L2 (KAT2A) acetyltransferase inhibition. GCN5L2 HAT assay, ThioGlo1 CoA-SH fluorescence. Potency, µM (highest dose often 58.9 µM), without a hit: top-dose activity change, negative = inhibition, usual class: inhibitors. 390,000 compounds, 0.21% hits. AID 504327
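GCN5L2 (20nM final) in 50mM HEPES, 0.1mM EDTA pH 7.5, 0.01% Tween-20 was preincubated 15 min at room temperature with compound, then given ThioGlo1 (50uM), H3(1-25) peptide (75uM) and acetyl-CoA (70uM); CoA-thiol fluorescence (Ex340/Em540) was read at 0 and 20 min.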
FEN1 inh: human FEN1 inhibition; 390,000 compounds, 0.35% hits; Potency, µM (doses to about 114 µM), for inactives: at the highest dose activity change, negative = inhibition, most hits filed as inhibitors; P39748; Recombinant FEN1 flap cleavage, fluorescence, 15 min; further: nearly all actives have a fitted effect of over 65% in size
Target sequence (P39748 whole entry, looked up): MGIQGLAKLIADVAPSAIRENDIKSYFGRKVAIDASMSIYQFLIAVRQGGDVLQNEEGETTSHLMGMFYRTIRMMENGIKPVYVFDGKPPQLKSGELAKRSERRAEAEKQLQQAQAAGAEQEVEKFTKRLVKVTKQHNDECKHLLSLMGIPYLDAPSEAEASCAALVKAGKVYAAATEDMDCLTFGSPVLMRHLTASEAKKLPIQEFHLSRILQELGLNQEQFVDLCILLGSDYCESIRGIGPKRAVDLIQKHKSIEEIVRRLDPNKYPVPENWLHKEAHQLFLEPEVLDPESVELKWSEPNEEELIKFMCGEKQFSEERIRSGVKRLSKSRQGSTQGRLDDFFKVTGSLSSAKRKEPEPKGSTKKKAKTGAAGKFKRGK
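Quantitative HTS format: each compound was titrated, incubated with 10 nM nuclease for 15 min at room temperature, then challenged with flap substrate at 50 nM final. Signal change over 15 min gave concentration–effect curves.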
* marks the source's active call; other numbers are inactive results; ? = inconclusive; / = no result given; & = joins results of further samples; [ ] = dose if it differs, or a comment. The call rests on the fitted dose curve; in most records, active means well fitted curve in the direction sought with a large enough effect; inconclusive means small, poorly fitted or top-dose-only effect, or another doubt; inactive means no such curve, though single readings can be large; an effect the other way counts as inactive or inconclusive. Unless noted, on the % scale 0 is the no-effect control and ±100 the full control effect; potency means the concentration at half of the fitted maximal effect.

Below each compound – N370S GC | KAT2A inh | FEN1 inh
- O=C1CC(c2nnc(Cc3ccc(F)cc3Cl)o2)CN1c1ccccc1 (stereo not drawn)
    / | -2% | -1%
- O=C(c1ccc(F)cc1)N1CCC(C(=O)N2CCN(c3ncccn3)CC2)CC1
    / | -10% | -11%
- COc1ccc(-c2ccc(C#N)c(OC(=O)c3c(Cl)cccc3Cl)n2)cc1
    14% | / | -12%
- CN1CCCN(Cc2ccccc2C(F)(F)F)CC1
    1% | -2% | 2%
- O=C(COc1ncnc2ccccc12)Nc1cccc([N+](=O)[O-])c1
    1% | -2% | 7%
- CCOc1ccccc1C(=O)N1CCN(c2cccc(Cl)c2)CC1
    2% | -1% | -12%
- O=C(NCc1ccccc1Cl)NCc1ccccc1Cl
    8% | -9% | -11%
- COc1ccc(OC)c(-c2cc(C(=O)Nc3cc(C)n(Cc4ccc(Cl)cc4)n3)no2)c1
    -19% | -8% | 4%
- CCOC(=O)N1CCN(C(=O)c2ccc(CNS(=O)(=O)c3ccc(C)cc3)cc2)CC1
    -8% | 0% | -9%
- CC1=NN(Cc2ccccc2)C(=O)C1C(c1ccccc1)C(C#N)C#N (stereo not drawn)
    -6%[12.8 µM] | -3% | -10%
- C[C@H](NC(=O)c1nc[nH]c1C(=O)N[C@@H](C)c1ccccc1)C(=O)OC(C)(C)C
    6% | 5% | 1%
- Cc1n[nH]c(C)c1N=Nc1ccc(Br)cc1
    12% | -4% | 11%
- C=C1C[C@H]2[C@@H]3CCc4cc(OC)ccc4[C@H]3CC[C@]12C
    0% | -2% | 8%
- CC(C)(C)c1ccc(OCc2nnc(SCC(N)=O)n2N)cc1
    -5% | -3% | -1%
- Cc1ccc(S(=O)(=O)N(CC(=O)N/N=C\c2cccs2)c2cccc3cccnc23)cc1
    20% | -13% | -4%
- Nc1ncnc2c1ncn2[C@@H]1O[C@H](COP(=O)(O)OP(=O)(O)OC[C@H]2OC(O)[C@H](O)[C@@H]2O)[C@@H](O)[C@H]1O (stereo partly drawn)
    0% | 4% | /
- N#Cc1ccncc1S(=O)c1ccc(Cl)cc1 (stereo not drawn)
    -6% | -18% | 1%
- CN(CC(=O)Nc1ccc(F)cc1)C(=O)COC(=O)/C=C/c1ccc(OC(F)F)cc1
    -22% | 2% | -7%
- COc1ccc(CCNC(=O)COc2ncnc3cc([N+](=O)[O-])ccc23)cc1
    2% | 2% | -11%
- CCOC(=O)c1ccccc1NC(=O)COC(=O)C(CCSC)NC(=O)COc1ccccc1 (stereo not drawn)
    ? | -13% | -4%
- CCC(C)[C@H](NC(=O)C1CCN(C(=O)[C@H](Cc2ccccc2)NS(=O)(=O)c2ccc(C)cc2)CC1)C(=O)O (stereo partly drawn)
    -13% | 30% | 0%
- CCCCn1c(N)c(N(Cc2ccccc2OC)C(=O)c2ccc(N3CCCC3=O)cc2)c(=O)[nH]c1=O
    -7% | 0% | 1%
- Cc1csc2nc(COC(=O)c3ccccc3NC(=O)c3cccc(Br)c3)cc(=O)n12
    / | -1% | -4%
- O=C(NCc1cccs1)C1CCN(S(=O)(=O)c2cccc3cccnc23)CC1
    -1% | -4% | 18%
- O=C(NCCCn1cccn1)c1cc(COc2ccc(F)cc2Cl)on1
    15% | -2% | -18%
- C/C(=N\NC(=O)c1cccc(C)c1O)c1ccc(NC(=O)Cc2ccccc2)cc1
    -5% | -9% | -5%
- Cc1ccc(OCC(=O)NNC(=S)NC(=O)C(C)(C)C)c(Br)c1
    5% | -2% | 0%
- CCN=C1Cn2c(nc3scc(-c4ccccc4)c3c2=O)CN1CC
    2% | -5% | 1%
- COc1ccc(CNC(=O)c2nc(SCc3ccc(C)cc3)ncc2Cl)cc1
    / | 0% | -7%
- COc1cccc(-c2nc(CS(=O)(=O)CC(=O)NCCCN3CCOCC3)c(C)o2)c1
    -5% | -3% | -9%

Reformatted: entries from further up.
smiles | N370S GC | KAT2A inh | FEN1 inh
Cc1n[nH]c(C)c1N=Nc1ccc(Br)cc1 | 12% | -4% | 11%
Cc1ccc(S(=O)(=O)N(CC(=O)N/N=C\c2cccs2)c2cccc3cccnc23)cc1 | 20% | -13% | -4%
O=C(NCc1ccccc1Cl)NCc1ccccc1Cl | 8% | -9% | -11%

The listing continues:
Below each compound – N370S GC | KAT2A inh | FEN1 inh
- CN1C[C@@H]2C(c3ccccc3)C3(c4cccnc4)CC2(C3)[C@H]1c1ccccc1 (stereo partly drawn)
    -7%&-26% | -19% | -20%
- COc1ccc(C2=NOC(CNC(=S)N3CCOCC3)C2)cc1 (stereo not drawn)
    2% | -13% | -12%
- CCOC(=O)N1CCN(Cc2oc(CO)cc(=O)c2O)CC1
    5%[2.35 µM] | -2% | -4%
- N#Cc1nc(-c2ccc(OCc3ccc(Cl)cc3)cc2)oc1NCCCn1ccnc1
    2% | -1% | 5%
- CCOC(=O)C1CCCN(c2nc3c(S(=O)(=O)c4ccc(CC)cc4)nnn3c3ccc(Cl)cc23)C1 (stereo not drawn)
    / | -17% | ?
- O=C1NC(=O)C2C1C(c1ccccc1)N1C3C(=O)NC(=O)C3C(c3ccccc3)N21 (stereo not drawn)
    9% | 0% | 4%
- Cc1cc(Cl)c2oc(C(=O)N3CCC(O)(c4ccccc4)CC3)c(C)c2c1
    -6% | -15% | ?
- Cc1ccc(N(C)S(=O)(=O)c2cccc(C(=O)NC3=NCCS3)c2)cc1
    4% | 1% | -13%
- COc1ccc(CCn2c3c(c(=O)[nH]c2=O)C(NC(=O)c2cccs2)(C(F)(F)F)C(=O)N3)cc1OC (stereo not drawn)
    -9% | 7% | 3%
- COCC1CCN(Cc2cn[nH]c2-c2ccc(OC)cc2F)C1 (stereo not drawn)
    5% | 0% | -1%
- CC(=O)N1CCN(C(=O)c2ccc(OC3CCN(CCc4ccccc4)CC3)cc2)CC1
    0% | 1% | -4%
- CCC(=O)N(Cc1cc(=O)[nH]c2ccccc12)c1ccc(C)cc1
    -15% | -6% | 0%
- CCc1ccc(OCC(O)Cn2c(N3CCCCC3)nc3c2c(=O)[nH]c(=O)n3C)cc1 (stereo not drawn)
    7% | -6% | -5%
- O=C(Nc1ccc(Cl)c(-c2nc3ccccc3o2)c1)c1cccc2c(Cl)cccc12
    / | -7% | -13%
- CCCn1nnnc1SCC(=O)c1ccc(NC(C)=O)cc1
    6% | -2% | 5%
- Fc1cc(F)cc(-c2oncc2-c2nnnn2-c2ccccc2)c1
    6% | -1% | 16%
- CCOC(=O)c1c(NC(=O)Cc2coc3ccc(CC)cc23)sc2c1CCC2
    / | -2% | -5%
- COc1ccc(NC(=O)[C@@H](NC(=O)c2ccccc2)C(C)C)cc1S(=O)(=O)N1CCCCC1
    3% | 10% | 5%
- CC1CCN(c2nc3ccc(C(=O)NCCCN4CCCCC4C)cc3s2)CC1 (stereo not drawn)
    -14% | 0% | -10%
- CC(NCCC(Cc1ccccc1)c1ccco1)c1ccccc1 (stereo not drawn)
    2% | -24% | 2%
- CCOC(=O)C(C)c1c(C(=O)c2ccc(C)nc2)c2ccccc2n1C (stereo not drawn)
    3% | 2% | /
- CCCCn1c(N)c(N(CC(C)C)C(=O)C2CSC3(C)CCC(=O)N23)c(=O)[nH]c1=O (stereo not drawn)
    -18% | -6% | -3%
- CCCn1nnc(NC(=O)c2cccc(Cl)c2)n1
    1% | -9% | 3%
- CCCNC(=O)C(Cc1ccc(F)cc1)NC(=O)c1ccc(C#N)cc1 (stereo not drawn)
    / | -3% | -12%
- COc1cc(C=O)ccc1OCC(=O)N1CCCC1
    -12% | -7% | 18%
- CCOC(=O)CSC1=C(C#N)C(c2ccccc2OCC)C(C#N)C(=O)N1 (stereo not drawn)
    6% | ? | -9%
- CN(C)c1ccc(/C=C/C(=O)c2cc(Cl)ccc2O)cc1
    -10% | -9% | -34%
- COc1ccc(F)cc1S(=O)(=O)NCC1CCCO1 (stereo not drawn)
    0% | 4% | 13%
- COc1ccc(/C=N/NC(=O)c2ccoc2C)cc1COc1c(C)cccc1C
    -9% | -14% | 1%
- O=C1CCCC2=C1C(c1ccco1)Nc1ccc(C(=O)c3ccccc3)cc1N2 (stereo not drawn)
    0%[2.35 µM] | -6% | 7%
- COc1ccc(OCCn2cc(/C=N/NC(=O)c3ccncc3)c3ccccc32)cc1
    ? | -5% | -10%
- Cc1cc(N2CCC(C(=O)NC3CC3)CC2)nc(-c2ccccc2)n1
    1% | -3% | -10%
- Cc1ccc(S(=O)(=O)/N=C2/NC(=O)/C(=C/c3cc([N+](=O)[O-])ccc3O)S2)cc1
    23% | -6% | ?
- COc1ccc(CN2CCNC(=O)C2CC(=O)NC2CC(C)(C)CC(C)(C)C2)cc1OC (stereo not drawn)
    -7% | -2% | -14%
- O=C(C1CCCN(S(=O)(=O)c2cccs2)C1)N1CCN(c2ccccc2F)CC1 (stereo not drawn)
    / | -14% | 10%
- Cc1ccc2[nH]c(=O)c(CN(CCCO)S(=O)(=O)c3c(C)ccc4nsnc34)cc2c1
    6% | -3% | 9%
- Nc1c(NCCC2=CCCCC2)c(=O)[nH]c(=O)n1Cc1ccccc1
    4% | -10% | 3%
- Cc1cc(C)c(S(=O)(=O)N2CCN(C(=O)c3cc4ccccc4oc3=O)CC2)c(C)c1
    / | -9% | -6%
- CCOc1cccc(NC(=O)C2CC(=O)N(C)C(=Nc3ccccc3)S2)c1 (stereo not drawn)
    ? | -2% | -15%
- COCC(C)NC(=O)c1cc(-c2ccccc2OC)on1 (stereo not drawn)
    -4% | -12% | -10%
- O=C(O)CC(CC(=O)Nc1nncs1)c1ccccc1 (stereo not drawn)
    3% | -1% | -4%
- O=C(O)C1CC=CCC1C(=O)Nc1cccc(F)c1 (stereo not drawn)
    -5% | -18% | -2%
- Cc1[nH]c(=O)[nH]c(=O)c1S(=O)(=O)NCCc1ccc(S(N)(=O)=O)cc1
    -3% | -1% | 2%
- COc1cccc(/C=N/NC(=O)c2nnn(-c3nonc3N)c2C(C)C)c1
    -5% | -10% | 13%
- O=C(CCN1C(=O)/C(=C\c2cccs2)SC1=S)Nc1ccccn1
    -2% | 0% | -3%
- CC(CC(=O)Nc1ccc(S(=O)(=O)Nc2ncccn2)cc1)c1ccccc1 (stereo not drawn)
    -6% | -1% | 7%
- O=C(Nc1cccc(S(=O)(=O)N2CCOCC2)c1)C1COc2ccccc2O1 (stereo not drawn)
    -7% | 0% | 5%
- CCn1c(N2CCN(C(=S)NCC(C)C)CC2)nc2ccccc21
    -8% | -9% | 1%
- CC(C)c1ccc(OCc2nnc(SCC(=O)N3CCCCC3)o2)cc1
    -2% | -8% | -9%
- CCOc1cc(S(=O)(=O)Nc2ccccc2CC)ccc1Cl
    9% | -5% | -16%
- Cc1ccc(S(=O)(=O)CCC(=O)N(CCN2CCOCC2)c2nc3ccccc3s2)cc1
    -4% | -3% | 10%
- CC1CCCC/C1=N\NC(=S)Nc1cccnc1 (stereo not drawn)
    -2% | -4% | 4%
- COc1ccc(NC(=O)N(C)C[C@H]2Oc3c(NC(=O)NC(C)C)cccc3C(=O)N([C@H](C)CO)C[C@@H]2C)cc1
    / | -4% | 20%
- CCOC(=O)c1c(C)oc2ccc(O)cc12
    -7% | 4% | 1%
- CCc1nc(SCC(=O)NNC(=O)C2CCCCC2)c2ccccc2n1
    5% | -8% | 8%
- COc1ccc(-n2nc(C(=O)N3CCC(C)CC3)c3c4ccccc4n(C)c3c2=O)cc1Cl
    / | -3% | -11%
- Cn1cnc([N+](=O)[O-])c1Oc1cccc2ccccc12
    0% | -4% | -5%
- COc1ccc(C(C)=O)c(OC(=O)c2ccc(OC)c(OC)c2)c1
    1% | -10% | 9%
- COc1ccccc1CCNC(=O)Nc1cccc([N+](=O)[O-])c1
    -27% | 8% | 5%
- COc1cc(NC(=O)CCCn2c(=O)oc3ccccc32)cc(OC)c1
    / | 2% | 6%

(cont.)
Below each compound – N370S GC | KAT2A inh | FEN1 inh
- CCCCOC(=O)c1nnc(-c2ccccc2)o1
    -4% | -6% | -8%
- CCNC(=O)/C(C#N)=C/c1c(N2CCN(c3ccccc3)CC2)nc2ccccn2c1=O
    ? | -4% | -5%
- CNS(=O)(=O)c1cn(CC(=O)N2CCN(c3ccccc3OC)CC2)cc1S(=O)(=O)NC
    / | -4% | 0%
- COc1ccccc1/C=C/c1nc(S(=O)(=O)c2ccccc2)c(N(C)C)o1
    1% | -23% | 13%
- COc1ccc(C(=O)Nn2c(C3CCC3)nc3ccccc3c2=O)c(OC)c1
    -4% | 1% | -3%

Limited to KAT2A inh and FEN1 inh, for 3 of the compounds above:
SMILES	KAT2A inh	FEN1 inh
CCCCOC(=O)c1nnc(-c2ccccc2)o1	-6%	-8%
CCNC(=O)/C(C#N)=C/c1c(N2CCN(c3ccccc3)CC2)nc2ccccn2c1=O	-4%	-5%
CNS(=O)(=O)c1cn(CC(=O)N2CCN(c3ccccc3OC)CC2)cc1S(=O)(=O)NC	-4%	0%

Quoted at random: 2 entries already listed, in no set order.
Below each compound – N370S GC | KAT2A inh | FEN1 inh
- CCCCOC(=O)c1nnc(-c2ccccc2)o1
    -4% | -6% | -8%
- CNS(=O)(=O)c1cn(CC(=O)N2CCN(c3ccccc3OC)CC2)cc1S(=O)(=O)NC
    / | -4% | 0%

Screening data: PubChem BioAssay, National Center for Advancing Translational Sciences (NCATS)
